V1R ag counter: counter-screen for oxytocin receptor agonists: human V1a receptor agonists. CHO-V1R cells, Fluo-8 calcium fluorescence, agonist mode; 0% DMSO, 100% 3 nM vasopressin. P37288. activation, % at 3 µM. 320,000 compounds, 0.25% hits;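 active means activation above the mean activation of all tested compounds plus 3 SD, per screening run, cut at about 20% in these data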;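 further: signal is peak over basal fluorescence ratio across a 100 second FLIPR read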
Target sequence (P37288 whole entry, looked up): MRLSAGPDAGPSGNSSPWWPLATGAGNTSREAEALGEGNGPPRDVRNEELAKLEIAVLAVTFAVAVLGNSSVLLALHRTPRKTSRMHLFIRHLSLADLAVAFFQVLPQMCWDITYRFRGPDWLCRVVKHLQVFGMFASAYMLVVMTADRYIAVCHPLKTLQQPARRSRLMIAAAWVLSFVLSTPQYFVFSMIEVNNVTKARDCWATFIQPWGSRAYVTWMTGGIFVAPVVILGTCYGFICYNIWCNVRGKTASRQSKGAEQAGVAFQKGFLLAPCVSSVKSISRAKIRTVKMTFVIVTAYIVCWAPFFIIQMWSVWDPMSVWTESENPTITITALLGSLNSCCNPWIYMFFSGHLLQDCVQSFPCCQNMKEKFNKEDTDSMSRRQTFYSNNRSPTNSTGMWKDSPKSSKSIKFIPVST
NALP1 inh: NALP1 inhibition; S. cerevisiae NALP1/ASC/caspase-1 growth, X-gal OD620, 72 h; inhibition, % at 10 µM; 280,000 compounds, 0.61% hits; in the data active means inhibition mostly above about 24%, no sharp cut-off; inactive means mostly below about 32%; further: some compounds called inactive have numbers as strong as hits
MEKK2mut PB1 HTS: signal of MEK5 binding to mutant human MEKK2 PB1 domain. 290,000 compounds, 0.35% hits. bead flow cytometry, Alexa488-MEK5 binding to MEKK2 mutant. percent response, % at 10 µM. AID 1530; in the data active means percent response above about 24%, passing the limit was not always enough; further: inactives centre near 1; some results filed as inactive read as strong as hits
GalR3 antag: antagonists of human GalR3. O60755. HEK293 GalR3-CNG cAMP membrane potential fluorescence; galR3 body fused to GalR1 C-terminus. inhibition, % at 3 µM. 360,000 compounds, 0.44% hits;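 active means inhibition above the screen-wide average plus 3 SD, cut at about 13% in these data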;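 further: forskolin and galanin both at EC90 stimulate the cells; cAMP rise reported by CNG channel membrane potential dye signal; 0% = forskolin plus galanin with DMSO and 100% = forskolin alone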
OXTR agonist: agonists of human oxytocin receptor | CHO-OTR cells, Fluo-8 calcium fluorescence; normalized: DMSO 0%, oxytocin 100% | activation, % at 3 µM | 320,000 compounds, 0.32% hits;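 active means activation above the mean of all tested compounds plus 3 SD, cutoff set per screening run, cut at about 20% in these data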;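 further: peak over basal fluorescence ratio from a 100 s FLIPR kinetic read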
M18AAP inhibitor: PfM18AAP enzyme inhibition; recombinant PfM18AAP, H-Glu-NHMec fluorogenic cleavage; inhibition, % at 7.35 µM; 290,000 compounds, 1.2% hits;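 active means inhibition above the campaign mean inhibition over all tested compounds plus 3 SD, cut at about 28% in these data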;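 further: 0% = plate median of test compound wells and 100% = 2 mM ZnCl2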
OXTR potentiate: potentiates the human oxytocin receptor response | 320,000 compounds, 0.061% hits | P30559 | AID 2445 | CHO-OTR cells, Fluo-8 calcium fluorescence, potentiator mode; 0% = oxytocin EC15, 100% = EC100 | activation, % at 3 µM;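 active means activation above that plate's cutoff, the mean activation of tested compounds plus 3 SD, cut at about 6.6% in these data, passing the limit was not always enough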;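 further: 100% uses oxytocin at 75 nM as the full agonist control; some results filed as inactive read as strong as hits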
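Material: CHO-OTR cells, human receptor; compound dosing: single dose, 3.0 µM nominal final compound concentration; schedule: 6 min compound pre-incubation at room temperature, 100 s kinetic read; measured by: kinetic Fluo-8 calcium fluorescence; read-out basis: % activation vs EC15 and EC100 oxytocin; controls: EC15 oxytocin alone as 0%, 75 nM oxytocin as 100%; replicates: singlicate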
MEKK2 WT-MEK5: raises or lowers MEK5 binding to wildtype human MEKK2 PB1 domain. AID 1531. Q9Y2U5. binding response (% of control), % at 10 µM. bead flow cytometry, Alexa488-MEK5 binding to MEKK2 WT; actives lie on both sides. 290,000 compounds, 1.1% hits; in the data active means binding response below about 67% or above about 130%
GPR7 antagonist: blocks human GPR7 receptor signaling; GPR7-expressing cells, fluorescence antagonist assay; P48145; inhibition, % at 4.4 µM; 290,000 compounds, 1.1% hits; AID 1861; in the data active means inhibition above about 16%, passing the limit was not always enough;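 further: cells stimulated with the agonist NPW; 0% = agonist with vehicle and 100% = vehicle without agonist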
Target sequence (P48145 whole entry, looked up): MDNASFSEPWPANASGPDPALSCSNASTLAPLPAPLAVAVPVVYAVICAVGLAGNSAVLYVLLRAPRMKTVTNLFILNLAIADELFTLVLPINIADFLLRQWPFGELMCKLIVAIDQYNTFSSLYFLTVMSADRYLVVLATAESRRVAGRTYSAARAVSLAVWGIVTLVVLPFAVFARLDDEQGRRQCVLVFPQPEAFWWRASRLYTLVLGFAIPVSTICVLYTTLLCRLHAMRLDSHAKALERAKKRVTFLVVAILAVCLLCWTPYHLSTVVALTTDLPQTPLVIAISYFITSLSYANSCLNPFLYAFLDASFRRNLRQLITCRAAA
* hit, by the source's call; x = not tested or not shown.

SMILES	V1R ag counter	NALP1 inh	MEKK2mut PB1 HTS	GalR3 antag	OXTR agonist	M18AAP inhibitor	OXTR potentiate	MEKK2 WT-MEK5	GPR7 antagonist
COc1ccccc1N(O)C1CC(=O)N(c2ccc(Br)cc2)C1=O (stereo unspecified)	4.1	-1	-2	-4	5.3	5	-6	92	-6
O=C(Nc1ccc(Br)cc1)C1OCCc2ccccc21 (stereo unspecified)	-1.0	x	8	-2	-2.6	6	2	100	-8
COc1cccc(NC(=O)COC(=O)c2c(F)cccc2Cl)c1	-0.2	14	-4	-5	-1.4	-3	0	98	9
CCSc1nc2ccccc2n1Cc1ccccc1F	-1.1	-10	4	-4	-2.5	0	-15	106	-16
COc1ccc(-n2c(O)c(/C=N/n3cnnc3)c3ccccc3c2=O)cc1	0.2	3	4	-2	0.0	67*	-2	98	-5
Cc1cccc(C(=O)N2CCCC(Nc3ccc(F)c(F)c3)C2)n1 (stereo unspecified)	0.1	3	7	-1	0.0	11	-4	101	-19
COCCNC(=O)c1ccc(N2CC3CC(C2)c2cccc(=O)n2C3)c(NC(=O)c2c(F)cccc2F)c1 (stereo unspecified)	0.2	-6	7	-4	-1.2	10	-12	98	4
CC1CCN(c2ccccc2NC(=S)NC(=O)c2ccc(-c3cccc([N+](=O)[O-])c3)o2)CC1	0.5	14	-3	-2	-1.0	-5	-4	99	-6
CCOC(=O)Cn1c(=O)c2c(nc3n2CC(C)CN3Cc2ccccc2)n(C)c1=O (stereo unspecified)	3.1	16	-4	-6	-0.5	-8	-14	96	-5
Cc1nn(-c2ccccc2)c2c1C(=O)NC(=O)C(C)(C)C2	1.6	10	-8	1	-0.6	3	2	98	-8
CC(C)N(Cc1ccccc1)C(=O)c1ccc2nsnc2c1	-0.4	14	-5	0	-2.7	-12	-3	94	-9
Cc1cccc(OCCSc2nc(N)cc(N)n2)c1	-0.3	7	-16	3	2.6	42*	-10	69	4
CSC1=C(C#N)C(c2ccccc2)C(C(C)=O)=C(C)N1 (stereo unspecified)	-0.3	1	4	-5	-1.3	-5	1	101	-5
CCOC(=O)[C@@H]1[C@H]2COc3ccccc3[C@@H]2N2C(=O)N(c3ccc(Br)cc3)C(=O)[C@]12C	0.4	x	x	-6	-1.1	x	0	x	x
COc1cccc(CNC(=O)CCC2CCCN(C/C=C/c3ccccc3OC)C2)c1 (stereo unspecified)	0.2	19	15	-6	0.4	-9	0	123	11
COc1cc(C(=O)NC2CCCCC2)ccc1OCc1ccc(Cl)cc1Cl	-0.5	23	-1	-4	-1.3	-2	-7	110	-6
CCN(CC)S(=O)(=O)c1cc(C(=O)Oc2ccccc2OC)ccc1OC	-0.3	-4	4	-7	-0.8	-1	-8	106	-1
C/C(Cn1cnc([N+](=O)[O-])n1)=N\NC(=O)c1ccccc1O	1.3	10	-13	-6	0.3	18	-2	85	-3
Cn1c(N)c(C(=O)COC(=O)[C@@H]2CCCN2S(=O)(=O)c2ccc(Cl)cc2)c(=O)n(C)c1=O	2.9	9	-4	-3	1.3	-11	-10	99	0
COc1c(/C=N/NC(=O)c2ccncc2)c(CCN(C)C(C)=O)cc2c1OCO2	-0.1	-12	2	-1	-1.1	0	-11	100	-10
CN(C)c1ccc(C2C=C(c3ccc(Cl)cc3OC(F)F)Nc3ncnn32)cc1 (stereo unspecified)	11	36	0	-1	6.8	x	-22	98	x
CCOc1ccc(NC(=O)C2CCCN(c3cnccn3)C2)cc1 (stereo unspecified)	-0.8	6	3	-8	0.3	6	-4	106	-19
Cc1ccc(NC(=O)Nc2ccc(F)cc2)nc1	-0.7	11	3	-1	-2.5	4	1	96	-1
CSCC[C@H](NC(=O)OC(C)(C)C)C(=O)N1CCC(C(=O)NCC(=O)Nc2ccc(C)cc2)CC1	-0.6	-9	8	-3	-1.4	1	-4	104	-19
COc1ccc(-c2nc3ccc([N+](=O)[O-])cc3[nH]2)cc1	3.3	39	0	-4	0.1	4	2	116	11
CC(C)NC(=S)Nc1ccc2nc3n(c(=O)c2c1)CCCCC3	0.7	21	1	0	0.2	1	-8	105	-5
CCOc1ccc([N+](=O)[O-])c(N)c1	-0.7	28	-1	0	-1.6	-9	0	100	28*

Sorted by molar mass (ascending): eleven of the compounds above.
SMILES	V1R ag counter	NALP1 inh	MEKK2mut PB1 HTS	GalR3 antag	OXTR agonist	M18AAP inhibitor	OXTR potentiate	MEKK2 WT-MEK5	GPR7 antagonist
Cc1ccc(NC(=O)Nc2ccc(F)cc2)nc1	-0.7	11	3	-1	-2.5	4	1	96	-1
CCSc1nc2ccccc2n1Cc1ccccc1F	-1.1	-10	4	-4	-2.5	0	-15	106	-16
CCOc1ccc(NC(=O)C2CCCN(c3cnccn3)C2)cc1 (stereo unspecified)	-0.8	6	3	-8	0.3	6	-4	106	-19
CC(C)NC(=S)Nc1ccc2nc3n(c(=O)c2c1)CCCCC3	0.7	21	1	0	0.2	1	-8	105	-5
Cc1cccc(C(=O)N2CCCC(Nc3ccc(F)c(F)c3)C2)n1 (stereo unspecified)	0.1	3	7	-1	0.0	11	-4	101	-19
COc1ccccc1N(O)C1CC(=O)N(c2ccc(Br)cc2)C1=O (stereo unspecified)	4.1	-1	-2	-4	5.3	5	-6	92	-6
CCN(CC)S(=O)(=O)c1cc(C(=O)Oc2ccccc2OC)ccc1OC	-0.3	-4	4	-7	-0.8	-1	-8	106	-1
COc1c(/C=N/NC(=O)c2ccncc2)c(CCN(C)C(C)=O)cc2c1OCO2	-0.1	-12	2	-1	-1.1	0	-11	100	-10
CN(C)c1ccc(C2C=C(c3ccc(Cl)cc3OC(F)F)Nc3ncnn32)cc1 (stereo unspecified)	11	36	0	-1	6.8	x	-22	98	x
CC1CCN(c2ccccc2NC(=S)NC(=O)c2ccc(-c3cccc([N+](=O)[O-])c3)o2)CC1	0.5	14	-3	-2	-1.0	-5	-4	99	-6
Cn1c(N)c(C(=O)COC(=O)[C@@H]2CCCN2S(=O)(=O)c2ccc(Cl)cc2)c(=O)n(C)c1=O	2.9	9	-4	-3	1.3	-11	-10	99	0

One compound at a time, as listed above. Values in the order: V1R ag counter	NALP1 inh	MEKK2mut PB1 HTS	GalR3 antag	OXTR agonist	M18AAP inhibitor	OXTR potentiate	MEKK2 WT-MEK5	GPR7 antagonist
Shown for COc1cc(C(=O)NC2CCCCC2)ccc1OCc1ccc(Cl)cc1Cl = -0.5	23	-1	-4	-1.3	-2	-7	110	-6
Shown for Cc1nn(-c2ccccc2)c2c1C(=O)NC(=O)C(C)(C)C2 = 1.6	10	-8	1	-0.6	3	2	98	-8

Screening results (PubChem BioAssay)
